Screening results: PubChem BioAssay, several laboratories
SF-1 act – activates the human nuclear receptor SF-1; CHO-K1 Gal4-SF-1 LBD luciferase reporter; % increase over DMSO SF-1-specific signal; activation, % at 10 µM; Q13285; 65,000 tested, 1.9% active; AID 522;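 active = activation above the mean activation of all tested compounds plus 3 SD, cut at about 50% in these data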
Target sequence (Q13285 whole entry, looked up, the tested form may be a part): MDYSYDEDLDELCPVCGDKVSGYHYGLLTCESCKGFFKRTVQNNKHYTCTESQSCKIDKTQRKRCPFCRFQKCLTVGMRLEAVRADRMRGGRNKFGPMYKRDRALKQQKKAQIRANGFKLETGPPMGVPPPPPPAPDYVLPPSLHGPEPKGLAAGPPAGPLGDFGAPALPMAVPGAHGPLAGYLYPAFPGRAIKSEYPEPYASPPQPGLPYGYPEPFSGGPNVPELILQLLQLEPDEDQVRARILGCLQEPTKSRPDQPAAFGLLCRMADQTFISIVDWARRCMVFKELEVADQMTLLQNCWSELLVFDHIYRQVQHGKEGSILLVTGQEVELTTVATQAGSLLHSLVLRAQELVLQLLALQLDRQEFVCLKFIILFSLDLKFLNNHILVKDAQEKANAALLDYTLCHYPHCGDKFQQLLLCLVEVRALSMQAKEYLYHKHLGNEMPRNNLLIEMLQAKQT
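Material: CHO-K1 cells with Gal4–hSF-1 LBD chimera plus Gal4-driven luciferase / Input: 4,000 CHO-K1 cells per well / Incubation: compound exposure 20 h at 37 °C / Signal: luminescence read 15 min after SteadyLite luciferase reagent, after room-temperature equilibration / Read-out: percent activation versus DMSO / Benchmarks: DMSO negative control and −SF1 background wells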
Ecoli tolC – growth inhibitors of E. coli BW25113 tolC mutant; OD615; growth inhibition, % at 10 µM (by protocol); 65,000 tested, 2.2% active; AID 573;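 active = growth inhibition at or above a cutoff equal to the mean over every tested compound plus 3 SD, cut at about 60% in these data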;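 note: growth measured after 20 h incubation at 37 °C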
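Test system – E. coli BW25113 ΔtolC::kan, tolC deletion mutant strain · Detection – OD at 615 nm · Buffer or medium – LB with kanamycin 50 µg/mL · Times – 20 h compound exposure of bacteria at 37 °C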
NADH coupling – inhibition of NAD/NADH coupling enzymes, library profiling | coupled PK/LDH NADH assays, four targets | IC50, µM (highest dose often 10 µM), without a hit: top-dose inhibition | 65,000 tested, 0.02% active;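 active = single-dose screening hits from any of four coupled enzyme assays that gave an IC50 when retested across doses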;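 note: the DPM-DC format reads NADH fluorescence rather than 340 nm absorbance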
MMP-13 inhibitor – inhibitors of human MMP13 | inhibition, % at 4 µM | P45452 | 65,000 tested, 0.07% active | AID 570 | MMP-13 fTHP FRET cleavage, Mca fluorescence;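 active = inhibition above the mean of compound-free control plate wells plus 3 SD, cut at about 14% in these data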;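 note: 0% = DMSO wells and 100% = wells with reference MMP-13 inhibitor after basal subtraction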
5HT1a antag – 5-HT1a (human) receptor antagonism | 62,000 tested, 0.68% active | P08908 | CHO 5-HT1a Ga15 NFAT-bla reporter, antagonist mode | inhibition, % at 10 µM;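 active = inhibition above the mean of all tested compounds plus 3 SD, cut at about 43% in these data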;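 note: receptor stimulated by 5-CT agonist at 100 nM near EC80; beta-lactamase reporter measured by ratiometric fluorescence of a cleavable substrate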
Target sequence (P08908 whole entry, looked up): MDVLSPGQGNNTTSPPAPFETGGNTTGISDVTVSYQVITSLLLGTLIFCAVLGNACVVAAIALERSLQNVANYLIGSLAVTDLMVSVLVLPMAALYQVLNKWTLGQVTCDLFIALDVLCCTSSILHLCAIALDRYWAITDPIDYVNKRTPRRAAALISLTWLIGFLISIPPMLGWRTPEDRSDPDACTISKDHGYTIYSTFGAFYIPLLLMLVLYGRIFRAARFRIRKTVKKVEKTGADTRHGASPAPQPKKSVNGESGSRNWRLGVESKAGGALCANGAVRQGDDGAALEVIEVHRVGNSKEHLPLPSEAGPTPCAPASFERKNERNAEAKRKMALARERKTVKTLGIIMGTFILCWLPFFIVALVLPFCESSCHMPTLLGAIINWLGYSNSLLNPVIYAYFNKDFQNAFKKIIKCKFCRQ
RORa activator – activators of human nuclear receptor RORA; activation, % at 10 µM; CHO-K1 Gal4-RORA LBD luciferase reporter, luminescence; percent increase over mock-subtracted basal signal; P35398; 65,000 tested, 1.5% active; AID 560;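 active = activation above the mean of all tested compounds plus 3 SD, cut at about 49% in these data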;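 note: 0% = DMSO-treated RORA cells and 100% = added signal equal to DMSO minus mock-transfected cells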
HTR1A agonist – agonists of human 5-HT1a serotonin receptor; CHO 5-HT1a Ga15 NFAT-bla reporter, FRET ratio; 0% basal, 100% maximal reference agonist; activation, % at 10 µM; 65,000 tested, 0.56% active; AID 567;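 active = activation above the screen-wide mean activation plus 3 SD, cut at about 19% in these data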;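 note: 0% = DMSO wells and 100% = 5-CT at EC100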
HTR1E agonist – 5-HT1E (human) receptor agonism | P28566 | CHO 5-HT1E Ga15 NFAT-bla reporter, FRET; 0% DMSO wells, 100% control agonist wells | activation, % at 6 µM | 65,000 tested, 0.69% active | AID 574;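 active = activation above a set limit, the screen-wide mean activation plus 3 SD, cut at about 8.5% in these data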;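 note: 100% = positive control agonist at 1 µM giving full maximal response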
5HT1E antag – 5-HT1E (human) receptor antagonism; P28566; CHO 5-HT1E Ga15 NFAT-bla reporter, FRET, antagonist; inhibition, % at 6 µM; 65,000 tested, 0.99% active; AID 571;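 active = inhibition above a set limit, the mean inhibition across every tested compound plus 3 SD, cut at about 29% in these data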;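 note: signal is the 460 over 535 nm emission ratio of beta-lactamase substrate; 0% = agonist plus DMSO wells and 100% = wells without agonist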
* marks the source's active call; other numbers are inactive results; · = no result given; [ ] = dose if it differs, or a comment.

SMILES	SF-1 act	Ecoli tolC	NADH coupling	MMP-13 inhibitor	5HT1a antag	RORa activator	HTR1A agonist	HTR1E agonist	5HT1E antag
Cc1ccc(SCC(=O)N2CCCC2)cc1	48	-6	3%	-2	-27	47	0.1	2.2	-1
Cc1ccccc1Cn1cnc2c(cnn2C(C)(C)C)c1=O	14	11	5%	-2	12	-8	-5.4	-0.5	-4
CN(C)CCNC(=O)COc1cccc(Cl)c1	3	-4	8%	2	10	-22	-3.7	-0.3	-6
OC1CN=C2CCCc3c2n(c2ccc(Cl)cc32)C1 (centres undefined)	2	3	9%[fluoresces]	-25	10	-18	0.7	-0.2	1
COc1cc(OC)cc(-c2nc3cc(C)ccc3o2)c1	72*	4	3%	-20	19	57*	-0.7	6.3	-7
O=C(CCN1CCN(CC(=O)Nc2ccccc2Cl)CC1)Nc1ccccc1F	10	5	4%	4	6	-11	-2.3	0.2	-6
C=CCn1c(=O)c2ccccc2n2c(SCc3nc(N)nc(Nc4ccccc4C)n3)nnc12	10	-6	6%	1	-46	-4	-0.5	-0.2	30*
O=C(Nc1ccc(Br)cn1)c1ccc2nccnc2c1	69*	-1	8%	3	-16	44	-1.7	0.8	-4
COc1ccc(Cl)cc1N1C(=O)C2CCCN2C1c1ccccc1F (centres undefined)	17	5	1%	-1	7	-2	1.9	0.3	-11
O=C(O)CSC1CC(=O)N(c2ccc(Cl)cc2)C1=O (centres undefined)	0	-12	0%	-2	-3	10	1.5	-0.3	-1
O=C(NC1CCCCC1)n1c(=O)oc2ccccc21	15	-14	4%	1	-15	-4	-1.6	-0.6	-2
CCCCOc1ccccc1NC(=O)CSc1nnnn1C(C)(C)C	31	42	7%	-1	4	-2	-2.2	-0.1	4
CN(Cc1ccccc1)c1nc2c(c(=O)[nH]c(=O)n2C)n1C	13	-29	7%	-2	-7	-2	-2.3	-0.2	10
NC(=O)C1CCN(C(=S)c2cccs2)CC1	-17	-4	2%	3	-1	3	-0.9	-0.4	9
CC12CC(NC(=O)N1c1ccc(C(=O)N3CCN(c4ccc(F)cc4)CC3)cc1)c1ccccc1O2 (centres undefined)	2	29	1%	0	-14	-20	-0.4	-0.6	-7
COc1cccc(Oc2cncnc2-c2ccc(OC)cc2O)c1	8	53	3%	1	22	-2	-4.0	0.4	12
CN1C(=O)NC(c2ccccc2)C2=C1CN(Cc1ccccc1)C2=O (centres undefined)	-6	8	4%	-2	·	-18	-0.4	0.6	7
Clc1ccc(CSc2ncccn2)cc1	42	2	1%	3	-4	-4	-1.3	0.5	16
O=c1c2c3c(sc2nc2sc(C4CC4)nn12)CCCC3	37	4	3%	-3	-8	54*	4.0	1.1	-7
CCOC(=O)c1[nH]c2ccccc2c1NC(=O)CC(C)(C)C	-11	3	8%	-13	14	-8	-2.0	0.4	13
COc1ccccc1CC(=O)Nc1ccc(O)cc1C(=O)O	12	-8	3%	-17	-10	27	0.8	1.1	-10
CC(C)(C)c1nc2ccccc2c2nnc(SCC(=O)NCc3ccco3)n12	-14	22	5%	-3	-6	5	1.5	0.7	4
CC1=Nn2c(nnc2-c2cc(-c3ccccc3)n[nH]2)SC1	-14	-1	3%	3	16	-5	-3.7	0.8	-1
Cc1nnc(N(CCC#N)CCC#N)s1	-8	-12	3%	-10	-7	-12	-3.4	-0.5	2
CN(c1cccc(NC(=O)CCSc2ccccc2)c1)S(C)(=O)=O	-7	8	6%	4	5	2	1.4	-1.9	9
Cc1ccccc1C(=O)Nc1ccc2nc3n(c(=O)c2c1)CCC3	-6	-7	9%	5	-8	13	-5.3	0.2	-11
Cn1c(CN2CCCC2)nc2cc(NS(=O)(=O)c3ccccc3)ccc21	3	-8	5%	5	-2	-16	0.8	1.9	-10
CCC(=O)Oc1ccc2c(C)c(Cl)c(=O)oc2c1	15	-8	1%[fluoresces]	-155	-11	-18	4.5	1.6	1
CCC(=O)c1ccc(N2CCN(C(=O)COc3ccc(F)cc3)CC2)c(F)c1	-9	29	1%	3	4	6	0.0	-0.1	7
CCOc1ccc(-c2cc(CCCC(=O)NCCc3ccc(OC)c(OC)c3OC)no2)cc1	-52	4	14%	-2	1	-57	2.1	4.1	-3

Sorted by length of the SMILES (rising): part of the list above
SMILES	SF-1 act	Ecoli tolC	NADH coupling	MMP-13 inhibitor	5HT1a antag	RORa activator	HTR1A agonist	HTR1E agonist	5HT1E antag
Clc1ccc(CSc2ncccn2)cc1	42	2	1%	3	-4	-4	-1.3	0.5	16
Cc1nnc(N(CCC#N)CCC#N)s1	-8	-12	3%	-10	-7	-12	-3.4	-0.5	2
NC(=O)C1CCN(C(=S)c2cccs2)CC1	-17	-4	2%	3	-1	3	-0.9	-0.4	9
O=C(NC1CCCCC1)n1c(=O)oc2ccccc21	15	-14	4%	1	-15	-4	-1.6	-0.6	-2
CCC(=O)Oc1ccc2c(C)c(Cl)c(=O)oc2c1	15	-8	1%[fluoresces]	-155	-11	-18	4.5	1.6	1
COc1ccccc1CC(=O)Nc1ccc(O)cc1C(=O)O	12	-8	3%	-17	-10	27	0.8	1.1	-10
O=C(O)CSC1CC(=O)N(c2ccc(Cl)cc2)C1=O (centres undefined)	0	-12	0%	-2	-3	10	1.5	-0.3	-1
CCCCOc1ccccc1NC(=O)CSc1nnnn1C(C)(C)C	31	42	7%	-1	4	-2	-2.2	-0.1	4
CC1=Nn2c(nnc2-c2cc(-c3ccccc3)n[nH]2)SC1	-14	-1	3%	3	16	-5	-3.7	0.8	-1
Cc1ccccc1C(=O)Nc1ccc2nc3n(c(=O)c2c1)CCC3	-6	-7	9%	5	-8	13	-5.3	0.2	-11
CN(Cc1ccccc1)c1nc2c(c(=O)[nH]c(=O)n2C)n1C	13	-29	7%	-2	-7	-2	-2.3	-0.2	10
CN1C(=O)NC(c2ccccc2)C2=C1CN(Cc1ccccc1)C2=O (centres undefined)	-6	8	4%	-2	·	-18	-0.4	0.6	7
Cn1c(CN2CCCC2)nc2cc(NS(=O)(=O)c3ccccc3)ccc21	3	-8	5%	5	-2	-16	0.8	1.9	-10
CC(C)(C)c1nc2ccccc2c2nnc(SCC(=O)NCc3ccco3)n12	-14	22	5%	-3	-6	5	1.5	0.7	4
CCC(=O)c1ccc(N2CCN(C(=O)COc3ccc(F)cc3)CC2)c(F)c1	-9	29	1%	3	4	6	0.0	-0.1	7
CCOc1ccc(-c2cc(CCCC(=O)NCCc3ccc(OC)c(OC)c3OC)no2)cc1	-52	4	14%	-2	1	-57	2.1	4.1	-3
CC12CC(NC(=O)N1c1ccc(C(=O)N3CCN(c4ccc(F)cc4)CC3)cc1)c1ccccc1O2 (centres undefined)	2	29	1%	0	-14	-20	-0.4	-0.6	-7

Rewritten with each value named: part of the list above.
CC1=Nn2c(nnc2-c2cc(-c3ccccc3)n[nH]2)SC1
  SF-1 act: -14
  Ecoli tolC: -1
  NADH coupling: 3%
  MMP-13 inhibitor: 3
  5HT1a antag: 16
  RORa activator: -5
  HTR1A agonist: -3.7
  HTR1E agonist: 0.8
  5HT1E antag: -1
Cc1nnc(N(CCC#N)CCC#N)s1
  SF-1 act: -8
  Ecoli tolC: -12
  NADH coupling: 3%
  MMP-13 inhibitor: -10
  5HT1a antag: -7
  RORa activator: -12
  HTR1A agonist: -3.4
  HTR1E agonist: -0.5
  5HT1E antag: 2

Further entries:
SMILES	SF-1 act	Ecoli tolC	NADH coupling	MMP-13 inhibitor	5HT1a antag	RORa activator	HTR1A agonist	HTR1E agonist	5HT1E antag
c1ccc(-c2cc(-c3nn4c(-c5ccco5)nnc4s3)c3ccccc3n2)cc1	-4	-6	3%	4	8	-19	-0.1	0.5	17
Cc1noc(C(=O)Nc2ccc3c(c2)OCO3)c1Cl	61*	-7	3%	8	-1	65*	1.1	0.7	-2
O=C(COc1ccc(-c2nnco2)cc1)NC1CCCc2ccccc21 (centres undefined)	3	3	7%	6	-9	-21	-2.2	-0.4	-1
Cc1cc(=O)oc2cc(OCC(=O)OCc3nnc(-c4ccccc4)o3)ccc12	6	-12	8%	-49	-8	-10	1.4	0.4	-13
COc1cc2c(cc1OC)C1(CCCC1)C(N)=C2C#N	10	10	1%	-2	·	-1	0.7	0.2	-1
COc1ccc(OC)c(NC(=O)CCN2CCN(c3ccccc3)CC2)c1	1	-1	2%	-2	5	-13	-0.2	0.3	2
C=CCn1c(C(C)NC(=O)C(C)(C)C)nc2ccccc21 (centres undefined)	-2	-6	2%	-1	-1	5	-0.4	-0.6	6
Cc1cc(C(=O)COc2cccc3cccnc23)c(C)n1C	48	7	1%	6	22	18	-1.9	0.2	3
CC(C)CC1NC(=O)N(CC(=O)c2ccc3c(c2)OCCO3)C1=O (centres undefined)	84*	-19	4%	-1	-7	57*	-0.2	0.5	1
CCOC(=O)C(Oc1ccc(=O)[nH]n1)C(C)=O (centres undefined)	11	-2	0%	8	·	-2	0.9	-1.0	0
c1ccc(-c2noc(C3CCCCC3)n2)nc1	56*	6	4%	3	4	61*	-1.8	0.1	4
CC(C(=O)NC1=NCCS1)(C(F)(F)F)C(F)(F)F	-9	-5	0%	5	1	-7	-0.7	-0.8	-8
CN(C)c1cccc2c(S(=O)(=O)N3CCOCC3)cccc12	15	9	4%	2	·	-2	-2.3	-0.1	0
CCCSc1nnc2n(C)c(=O)c3c4c(sc3n12)CCC4	-18	8	4%	4	·	2	3.7	0.3	-4
Cc1cccc2cc(CN(CC3CCCO3)C(=O)NC3CCCCC3)c(=O)[nH]c12 (centres undefined)	3	20	5%	-4	5	-12	-0.8	-0.5	1
CCN(CC)S(=O)(=O)c1ccc(-c2nnc(SCC(=O)N3c4ccccc4CC3C)o2)cc1 (centres undefined)	15	22	2%	-3	-6	26	-1.6	-2.0	12
Cn1ccnc1Sc1nc2c(c(=O)n(C)c(=O)n2C)n1C	0	-13	6%	0	14	6	-1.2	-1.3	-1
CCOC(=O)C1=C(C)NC2=C(C(=O)CC(c3ccc(OC)c(OC)c3)C2)C1c1ccc(C)o1 (centres undefined)	9	11	5%	-5	4	-15	0.3	-0.2	2
C=CCn1c(=O)c(C(=O)Nc2ccccc2O)c(O)c2ccccc21	-6	5	6%	8	1	3	0.3	-0.5	0
Cn1c(=O)n(CC(=O)Nc2ccccc2)c2ccccc21	8	5	3%	-9	·	-4	-1.2	-0.5	4
CC1CC(C)CN(CC(=O)Nc2ccc(S(N)(=O)=O)cc2)C1 (centres undefined)	-14	4	4%	6	1	-20	-3.0	0.5	-5
